Source: PubChem (several laboratories)
KLF5 inhibitor: suppresses KLF5 promoter-driven expression; inhibition, % at 5 µM; actives 0.23% (n = 290,000); AID 1700; DLD-1 KLF5 promoter-luciferase reporter, luminescence;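 active = inhibition above a per-plate limit of that plate's mean compound inhibition plus 3 SD, cut at about 60% in these data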;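 note: 0% = DMSO wells and 100% = LY294002 at 200 µM; higher means less KLF5 promoter-driven luciferase light; inactives centre near -14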
HSP90 refold inh: blocks HSP90-mediated luciferase refolding in reticulocyte lysate. Rabbit reticulocyte lysate, luciferase refolding luminescence, 3 h. inhibition, % at 5.6 µM. actives 0.91% (n = 290,000). AID 1789;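 active = inhibition above the screen-wide mean plus 3 SD, computed separately per campaign, cut at about 16% in these data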;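 note: 0% = DMSO wells and 100% = 60 µM geldanamycin wells; inhibitors lower the luminescence because luciferase stays unfolded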
HSF1 inh: HSF1 inhibition | NIH3T3-HGL HSE-luciferase, MG132-induced, luminescence 8 h; hits give low values | activity change, negative = inhibition, % at 7.5 µM (by protocol) | actives 0.77% (n = 300,000);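 active = more than half of replicate wells show activity change below -50%, luminescence cut by over half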;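 note: luciferase reports HSF-1 transcriptional activity via heat shock element; 0% = median of DMSO wells and -100% = zero luminescence signal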
Platelet DG rel: platelet dense granule release activity; human platelet-rich plasma, SFLLRN dense granule ATP release, luminescence; inhibition, %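 (compounds screened at 7.5 µM in platelet-rich plasma)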; actives 0.22% (n = 300,000); AID 1663;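 active = mean replicate score, as percent of positive control, at or above 50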
aSyn 5UTR inh: MLPCN primary screen, SNCA 5' untranslated region; alpha-synuclein 5'UTR reporter, inhibitor activity; inhibition, % (tested at 7.5 µM); actives 0.82% (n = 300,000); AID 1813; in the data active = inhibition above about 60%;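 note: H4 neuroglioblastoma cells stably carrying SNCA 5'UTR luciferase fusion; 0% = DMSO wells and 100% = positive control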
IEC-6 cytotox: IEC-6 cytotoxicity, counter-screen for KLF5 inhibitors; luminescence viability; inhibition, % at 5 µM; actives 0.78% (n = 290,000); AID 1825; in the data active = inhibition above about 22%;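 note: 0% = plate median of test compound wells and 100% = cytotoxic reference compound wells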
DYRK1A inh: blocks rat Dyrk1A kinase activity; AID 504441; inhibition, % at 12.5 µM; ADP-Glo luminescence, NFATc1 peptide; actives 0.43% (n = 310,000); in the data active = inhibition above about 50%;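 note: plate controls were vehicle with enzyme for no effect and no enzyme for full effect; many of its hits are not listed in these tables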
GSK3A inh: blocks human GSK-3 alpha kinase | actives 0.1% (n = 320,000) | AID 2650 | ADP-Glo luminescence, 60 min | P49840 | inhibition, % at 10 µM;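 in the data active = inhibition above about 50%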;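 note: GST-tagged GSK-3 alpha with peptide substrate and 25 µM ATP; 0% = DMSO neutral wells and 100% = GW8510 positive control wells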
Target sequence (P49840 whole entry, looked up): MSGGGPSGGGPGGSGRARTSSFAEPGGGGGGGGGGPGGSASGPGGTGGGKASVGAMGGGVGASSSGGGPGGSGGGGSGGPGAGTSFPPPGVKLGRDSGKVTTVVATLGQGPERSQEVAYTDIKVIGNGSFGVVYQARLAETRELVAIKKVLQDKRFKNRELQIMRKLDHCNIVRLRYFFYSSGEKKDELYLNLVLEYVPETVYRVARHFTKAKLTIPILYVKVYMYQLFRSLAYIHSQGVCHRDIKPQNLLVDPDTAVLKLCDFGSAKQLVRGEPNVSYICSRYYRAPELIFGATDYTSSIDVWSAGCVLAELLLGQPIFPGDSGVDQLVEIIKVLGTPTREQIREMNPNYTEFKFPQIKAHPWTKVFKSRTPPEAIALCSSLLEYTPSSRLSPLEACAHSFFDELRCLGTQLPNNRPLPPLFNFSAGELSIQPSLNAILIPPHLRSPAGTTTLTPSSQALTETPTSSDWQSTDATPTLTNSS
GSK3B inh: inhibitors of human GSK3beta kinase; P49841; GST-GSK3beta kinase, ADP-Glo luminescence, 60 min; hits give low values; actives 0.038% (n = 300,000); AID 2097; activity score (negative = inhibition), % at 10 µM;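 active = more than half of replicate wells score below -50%, meaning over 50% inhibition versus plate controls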;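 note: 0% = median DMSO wells and -100% = median GW8510 positive control wells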
Target sequence (P49841 whole entry, looked up): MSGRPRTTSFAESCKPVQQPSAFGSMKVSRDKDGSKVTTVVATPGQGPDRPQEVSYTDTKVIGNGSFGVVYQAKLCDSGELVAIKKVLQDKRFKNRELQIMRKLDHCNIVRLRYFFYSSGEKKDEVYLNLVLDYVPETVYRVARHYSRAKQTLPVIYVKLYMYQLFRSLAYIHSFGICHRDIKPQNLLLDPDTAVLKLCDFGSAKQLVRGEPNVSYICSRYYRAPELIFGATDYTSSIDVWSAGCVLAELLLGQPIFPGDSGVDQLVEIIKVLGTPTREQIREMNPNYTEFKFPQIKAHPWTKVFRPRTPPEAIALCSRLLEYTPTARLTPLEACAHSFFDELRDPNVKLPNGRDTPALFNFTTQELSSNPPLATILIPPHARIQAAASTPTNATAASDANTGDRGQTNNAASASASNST
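Test system: GST-tagged human GSK3beta kinase, cell-free; evaluation: activity score scaled between in-plate DMSO and GW8510 controls; measured by: ADP-Glo luminescence; incubation: 60 min reaction, RT; benchmarks: DMSO and 20 µM GW8510; reagent: peptide substrate plus 25 µM ATP (final); medium: Tris/MgCl2 kinase buffer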
HSF-1 act: increases HSF-1 driven luciferase reporter signal | NIH3T3-HGL HSF-1 luciferase reporter, MG132, 8 h; 100% = twice DMSO control signal | activation, % at 9 µM | actives 1.7% (n = 300,000);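 active = mean replicate activation of at least 50% with a set share of replicates each reaching 50%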;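 note: 0% = median of the neutral control wells and 100% = twice that signal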
* = called active by the depositor; nt = not tested or not shown.

compound	KLF5 inhibitor	HSP90 refold inh	HSF1 inh	Platelet DG rel	aSyn 5UTR inh	IEC-6 cytotox	DYRK1A inh	GSK3A inh	GSK3B inh	HSF-1 act
OCC[C@H]1C[C@@H](O)[C@H](O)[C@@]2(CCCCO2)O1	nt	nt	1	2	6	nt	-4	-2	-1	-1
COc1cccc(C(C(=O)NC2CCCCC2)N(C(=O)c2cccs2)c2ccc3c(c2)OCO3)c1 (centres undefined)	-19	1	6	-3	12	1	3	0	-1	24
NC(=O)C1(C(N)=O)OC1c1ccccc1 (centres undefined)	5	-2	4	3	-3	-1	0	-4	1	11
O=C(CNS(=O)(=O)c1ccccc1)NCc1ccccn1	-60	-1	-1	13	4	2	-2	-1	2	6
O=C(Nc1ccc(-c2nnn(CC(=O)N3CCN(C(=O)c4ccco4)CC3)n2)cc1)c1ccccc1F	-56	-3	-3	-1	-71	0	nt	nt	4	8
Cn1c(=O)c2c(nc(Cl)n2CCOc2ccccc2)n(C)c1=O	7	-2	6	4	-14	9	-5	0	-4	7
O=C(NCc1cccnc1)c1cccn1-c1ncc(C(F)(F)F)cc1Cl	6	-2	-3	-11	3	-5	-2	-2	-1	-10
C/C(=N/NC(=O)c1ccccn1)c1ccco1	-164	4	-2	40	-11	-1	25	17	-15	24
CC(C)CN(C(=O)CSc1nc(-c2ccccc2)cn1N)c1c(N)n(Cc2ccccc2)c(=O)[nH]c1=O	nt	nt	-22	7	-50	nt	-2	1	3	-29
O=C1c2ccccc2C(O)(c2ccccc2)N1CCc1ccccc1 (centres undefined)	-17	-2	-4	-5	2	-3	-3	0	-2	-9
COc1ccc(CCNC(=O)CSc2nc(N)c3c(C)c(C)oc3n2)cc1OC	-15	0	-9	74*	23	-1	-5	2	-3	-4
CC(CN1CCOCC1)OC(=O)C1COc2ccccc2O1 (centres undefined)	-43	1	-3	9	4	1	-7	nt	0	-13
COC(=O)CC1C(=O)NCCN1C(=S)Nc1ccccc1Cl (centres undefined)	-10	-2	-2	10	9	2	-3	-6	1	5
CC(=O)Nc1ccc(-c2csc(NC(=O)Nc3ccccc3)n2)cc1	-76	0	-9	-1	-56	1	16	nt	1	-8
CCOc1ccc(NS(=O)(=O)c2ccc(C(=O)NCCCN3CCOCC3)cc2)cc1	-17	1	-2	-6	9	2	-2	-3	3	1
CC(C)(C)NC(=O)CN(C(=O)CNS(=O)(=O)c1ccccc1)c1ccc2c(c1)OCCO2	-34	0	-1	-1	-86	-6	2	0	0	18
CCN1C(=O)N[C@@H](c2ccccc2)C(C(=O)OC)=C1C	nt	nt	-3	8	18	nt	4	1	1	-1
Cc1ccc(-n2c(SCC(=O)N3CC(=O)Nc4ccccc43)nc3ccccc3c2=O)cc1C	-5	-2	6	-6	12	6	-1	4	-6	19
Cc1ccc(CSC2=Nc3ccccc3C3=NC(CC(=O)NCc4ccco4)C(=O)N23)cc1 (centres undefined)	-18	-2	7	-5	-73	-10	4	4	-4	-1
Nc1cccc(-n2nncc2-c2ccc(Cl)cc2)c1	-6	0	2	2	9	-5	nt	nt	-2	-18
Cc1cccc(N(Cc2cc(=O)[nH]c3ccccc23)C(=O)CCl)c1	-53	0	0	6	2	-1	1	-1	-2	7
Cc1cccc(C(=O)N2CCc3cc(-c4csc(NC(=O)CN5CCCC5)n4)ccc32)c1	-1	7	11	8	-74	2	-4	-1	3	-9
Cn1c(Cc2cccs2)nnc1SCC(=O)Nc1ccc(C(N)=O)cc1	nt	nt	-1	1	1	nt	-4	-2	-1	0
Cc1cc(Cl)c(S(=O)(=O)Nc2ccc3c(c2)OCCO3)cc1OCC(=O)NC1CCCCC1	-28	2	-7	-1	-7	-6	3	-2	3	0
CCOC(=O)c1sc(=NC(=O)c2ccc(C)c(C)c2)n(C)c1C	-17	-1	5	9	-283	-2	1	0	-1	-1
CC(C)(CO)NC(=S)NCc1ccco1	-3	1	-7	-4	-9	-6	5	0	2	0
O=C(C1=C[C@H](c2ccc(C(F)(F)F)cc2)C[C@H](OCc2ccc(CO)cc2)O1)N1CCCCCCC1	3	1	1	-2	30	-1	3	-5	-1	-12
CCOC(CCNC(=O)c1cn(-c2cccc(C)n2)cn1)OCC	16	1	-5	4	-19	2	1	-4	3	-5
CC(=O)Oc1ccc2oc3c(c2c1)C(=O)CCC3	-5	2	-1	6	-19	-5	7	3	-1	10
COc1ccccc1NC(=O)C(=O)/C=C(\O)c1ccccc1	-42	-1	-2	5	-131	-1	-1	-2	2	10
Cc1cc(NC(=O)CSc2nccn2-c2cccc(C)c2C)no1	-17	3	-2	-19	6	-5	nt	-4	-3	8
CN(C)S(=O)(=O)c1ccc(NC(=O)C2CC3C=CC2C3)cc1 (centres undefined)	-8	2	3	22	-5	8	-4	-9	2	21
CN(C)C(=O)c1ccc(NC(=O)CN2CCc3cc4c(cc3C2)OCCCO4)cc1	-15	0	-11	3	13	1	1	-2	2	4
O=c1c2cc(Br)ccc2[nH]c(=S)n1Cc1ccccn1	-6	0	7	2	-70	3	4	-1	1	21
O=C(/C=C/c1cnc2ccccc2n1)NC1CCCCCC1	-90	-4	19	-29	-94	-3	8	-1	-24	17
CCOc1ncnc2c1oc1nc(CC(C)C)c3c(c12)CC(C)(C)OC3	-22	-3	0	13	37	0	-5	-3	0	-14
CCOC(=O)c1sc(NC(=O)CSc2nnc(-c3ccco3)o2)c(C(=O)OCC)c1C	-25	-1	19	9	-56	-1	4	0	-2	19
CCOc1cc(/C=N/NC(=O)c2nnn(-c3nonc3N)c2C)ccc1OCc1ccc(F)cc1	-14	0	6	8	20	1	-3	-2	36	-2
COc1ccccc1CNC(=O)COC(=O)c1cccc(S(=O)(=O)N2CCOCC2)c1	nt	nt	5	-1	12	nt	4	-1	1	-19
CCOC(=O)c1sc(NC(=O)c2ccc(OC)cc2)nc1C	-28	18*	11	-1	-109	4	-5	0	3	1

Compound profiles, from the list above:
CCOC(CCNC(=O)c1cn(-c2cccc(C)n2)cn1)OCC is listed as KLF5 inhibitor = 16; HSP90 refold inh = 1; HSF1 inh = -5; Platelet DG rel = 4; aSyn 5UTR inh = -19; IEC-6 cytotox = 2; DYRK1A inh = 1; GSK3A inh = -4; GSK3B inh = 3; HSF-1 act = -5
CCOC(=O)c1sc(NC(=O)c2ccc(OC)cc2)nc1C is listed as KLF5 inhibitor = -28; HSP90 refold inh = 18*; HSF1 inh = 11; Platelet DG rel = -1; aSyn 5UTR inh = -109; IEC-6 cytotox = 4; DYRK1A inh = -5; GSK3A inh = 0; GSK3B inh = 3; HSF-1 act = 1

The list continues:
compound	KLF5 inhibitor	HSP90 refold inh	HSF1 inh	Platelet DG rel	aSyn 5UTR inh	IEC-6 cytotox	DYRK1A inh	GSK3A inh	GSK3B inh	HSF-1 act
COc1ccc(S(=O)(=O)NC(CC(=O)NCCc2ccc(OC)c(OC)c2)C(C)C)cc1 (centres undefined)	-8	4	0	24	13	6	nt	2	-23	-17
CCCCN(C(=O)c1ccc(Br)o1)C1CCS(=O)(=O)C1 (centres undefined)	nt	nt	-2	-5	-2	nt	-9	-6	0	9
COc1ccc(OC)c(NC(=O)C(=S)NC2CCCCC2)c1	-4	1	7	-1	-43	1	1	12	-2	-3
Brc1cccc(-c2nnc3n2CCC3)c1	8	-3	-7	-1	-7	1	31	21	-12	5
COc1cccc2cc(C(=O)N3CCc4ccccc4C3)c(=O)oc12	-51	-2	2	-4	-39	-2	7	0	0	32
Cn1c(=O)c2c(nc(N3CCN(c4ccccc4)CC3)n2CCCc2ccccc2)n(C)c1=O	-15	-2	1	17	5	-9	0	-4	-8	-15
CS(=O)(=O)N1CCN(C(=O)CSc2ccccc2)CC1	-44	-4	-3	3	1	-6	7	-4	-4	-2
COC(=O)C(NC(=O)C(C)NC(=O)OCc1ccccc1)C(C)C (centres undefined)	-21	-2	1	-2	27	0	2	-1	-3	-13
COc1ccc(Cn2c(SCC(=O)NCc3ccco3)nc3ccsc3c2=O)cc1	-21	4	16	-8	11	6	2	1	1	3
Cc1ccnc(N2C(=O)CSC2c2ccc(Cl)cc2)c1 (centres undefined)	-39	-3	6	-1	-6	-5	-7	-3	2	8
Cc1cccc2c(=O)cc(C(F)(F)F)[nH]c12	-21	1	-10	8	21	-1	-12	0	-2	6
O=C(O)c1cccc(NC(=O)C2C3C=CC(C3)C2C(=O)OCC(F)(F)C(F)F)c1 (centres undefined)	0	-3	-8	-4	8	3	-2	4	-1	-9
O=C(O)C1CCCN1S(=O)(=O)c1ccc(Cl)c(Cl)c1 (centres undefined)	-28	-2	-6	-2	15	3	2	1	-2	6
Cc1ccc(C)c(Nc2cc(C(=O)NCc3cccnc3)c3ccccc3n2)c1	-19	-5	5	6	-7	9	5	0	-1	14
CCOC(=O)C(C)Oc1ncnc2cccc(F)c12 (centres undefined)	6	0	-6	1	1	-5	3	-2	2	11
COc1cccc(-c2nc(-c3ccccn3)no2)c1OC	-157	-2	15	0	-219	0	-2	0	-1	10
CCn1c(Cc2ccccc2)nnc1SCC(=O)Nc1ccc2c(c1)OCO2	-24	3	-6	-1	-24	1	-12	1	0	29
O=C(OCCNC(=O)c1ccc2ccccc2n1)c1cccnc1	-24	10	-9	-6	5	3	-4	-1	3	-11
COC(=O)CCC(=O)NNC(=O)C1CC1(c1ccccc1)c1ccccc1 (centres undefined)	-26	7	5	0	1	1	11	-2	4	-7
COc1ccc(NC(=O)CCCNS(=O)(=O)c2cccs2)cc1	-4	1	0	-2	-16	-5	-2	-2	2	5

Only part of the results is shown, so the mix of outcomes need not match the whole.
